TCR activator – T cell receptor activation; Potency, µM (titrated, usually from 9.22 µM), for inactives: at the highest dose activation of IL-2 secretion, usual class: activators; 330,000 tested, under 10 active; primary human leukocytes, anti-CD3, IL-2 HTRF, 48 h; also: % of control where 0% means no effect
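HTRF read-out of IL-2 secretion: europium cryptate donor excited at 320nm, d2 acceptor emission at 665nm. Cells were primary human leukocytes incubated 48 hr with compounds and a-CD3 beads, supplying TCR signal only.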
PTAP TSG101 blk – blocks PTAP/TSG101 interaction to inhibit HIV-1 budding; Fluorescence polarization, FITC-PTAP peptide / Tsg101 binding; Potency, µM (series often up to 115 µM), for inactives: at the top dose activity change, negative = inhibition, actives largely listed as inhibitors; 340,000 tested, under 10 active; AID 493005; active = well fitted inhibition curve with a large enough effect in the main read-out, with a control signal flat, not every such curve was filed as active; inconclusive = small, poorly fitted or top-dose-only effect, or effect the other way, or a change in a side signal; inactive = no such curve, though single readings can be large or run the other way; also: potency is read from the fitted curve at half-maximal effect; % of control where 0% means no effect
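Steps: Tsg101 binding domain dispensed (10 uM final), compounds pinned in DMSO, FITC-labeled PTAP-motif peptide added (50 nM final); after 20 min binding at room temperature, polarization measured.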
Integrin act MD – activates integrin-mediated alleviation for muscular dystrophy. alpha7betagal myoblasts, beta-gal FDG fluorescence, 48 h. Potency, µM (doses to about 38.3 µM), without a hit: top-dose activation, actives largely listed as activators. hit rate 0.064% among 350,000. AID 624291;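 also: potency is read from the fitted curve at half-maximal effect; 100% = response of the positive control SU9516; nearly all actives have a fitted effect of over 60% in size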
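Alpha7betagal+/- myoblasts (passage 13) were plated 16-24 hr, then exposed to compounds (1:260 dilution of DMSO stock) for 48 hours at 37C. After MPER lysis, β-galactosidase reporter activity was read as FDG fluorescence (ex 480/em 540) after 30 minutes.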
AT treatment – potential ataxia-telangiectasia treatment | […] A-T fibroblasts, KAP-1 phosphorylation AlphaLISA; neocarzinostatin DNA damage 30 min before lysis | Potency, µM (series often up to 57.5 µM), without a hit: top-dose activation, hits mostly activators | hit rate 0.19% among 320,000 | AID 485349; also: potency is read from the fitted curve at half-maximal effect; % of control where 0% means no effect; nearly all actives have a fitted effect of over 45% in size
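ATM-like activity read as KAP-1 phosphorylation via AlphaLISA donor/acceptor antibody pairs after lysis and 6 hr at 25C. Cells were ATM-null patient fibroblasts ([…], hTERT), dosed 60 min, then exposed to the DSB inducer NCS for 30 min.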
Mito fusion yeast – mitochondrial division inhibition or fusion activation. Potency, µM (doses to about 46.1 µM), for the others: top-dose growth rescue (activation), actives largely listed as activators. S. cerevisiae fusion-defective mutant growth rescue, CellTiterGlo 48 h. hit rate 0.23% among 320,000;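 also: potency is read from the fitted curve at half-maximal effect; % of control where 0% means no effect; nearly all actives have a fitted effect of over 45% in size; temperature-sensitive fusion mutants such as fzo1-1 at 37 °C on non-fermentable ethanol glycerol medium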
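Yeast fusion mutant, YPEG (non-fermentable carbon), compound, 48 h at 37C non-permissive; CellTiterGlo added, 10 min RT, luminescence read. Rescued growth = division inhibition.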
ASM inhibitor – human S-ASM enzyme inhibition; P17405; placental ASM, HMU-PC fluorogenic substrate, 60 min; Potency, µM (top dose mostly 57.5 µM), for inactives: at the top dose activity change, negative = inhibition, usual class: inhibitors; hit rate 0.006% among 340,000; AID 504937; also: potency is read from the fitted curve at half-maximal effect
Target sequence (P17405 47-631 limits assumed): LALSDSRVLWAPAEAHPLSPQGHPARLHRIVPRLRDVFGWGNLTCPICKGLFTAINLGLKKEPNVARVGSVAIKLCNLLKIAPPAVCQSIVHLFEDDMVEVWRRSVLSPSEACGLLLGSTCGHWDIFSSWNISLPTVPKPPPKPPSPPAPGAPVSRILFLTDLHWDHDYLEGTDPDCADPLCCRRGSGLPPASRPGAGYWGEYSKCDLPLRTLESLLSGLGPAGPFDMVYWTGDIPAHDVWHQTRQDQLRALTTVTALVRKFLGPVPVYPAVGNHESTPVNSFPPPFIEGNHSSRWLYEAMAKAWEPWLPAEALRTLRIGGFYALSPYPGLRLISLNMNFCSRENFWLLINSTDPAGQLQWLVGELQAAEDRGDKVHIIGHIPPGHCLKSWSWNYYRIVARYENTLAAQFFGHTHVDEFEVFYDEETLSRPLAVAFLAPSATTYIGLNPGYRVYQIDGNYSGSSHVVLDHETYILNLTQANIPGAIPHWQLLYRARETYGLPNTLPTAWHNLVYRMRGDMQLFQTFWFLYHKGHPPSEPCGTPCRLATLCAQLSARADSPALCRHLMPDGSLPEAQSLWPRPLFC
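Steps: dispense placental human ASM, pin compound, wait 10 min at room temperature, add HMU-PC0 substrate at 9 uM final, incubate 60 min at 37 °C, add stop solution raising pH to 10, read fluorescence.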
Tb PFK inh – T. brucei PFK enzyme inhibition; T. brucei PFK, ADP-Glo luminescence; Potency, µM (series often up to 57.5 µM), inactives show top-dose activity, negative = inhibition, actives largely listed as inhibitors; hit rate 0.17% among 330,000; AID 485367;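 also: potency is read from the fitted curve at half-maximal effect; 0% = uninhibited 1x PFK enzyme wells and -100% = no-enzyme wells; nearly all actives have a fitted effect of over 60% in size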
Target sequence (O15648 whole entry, looked up): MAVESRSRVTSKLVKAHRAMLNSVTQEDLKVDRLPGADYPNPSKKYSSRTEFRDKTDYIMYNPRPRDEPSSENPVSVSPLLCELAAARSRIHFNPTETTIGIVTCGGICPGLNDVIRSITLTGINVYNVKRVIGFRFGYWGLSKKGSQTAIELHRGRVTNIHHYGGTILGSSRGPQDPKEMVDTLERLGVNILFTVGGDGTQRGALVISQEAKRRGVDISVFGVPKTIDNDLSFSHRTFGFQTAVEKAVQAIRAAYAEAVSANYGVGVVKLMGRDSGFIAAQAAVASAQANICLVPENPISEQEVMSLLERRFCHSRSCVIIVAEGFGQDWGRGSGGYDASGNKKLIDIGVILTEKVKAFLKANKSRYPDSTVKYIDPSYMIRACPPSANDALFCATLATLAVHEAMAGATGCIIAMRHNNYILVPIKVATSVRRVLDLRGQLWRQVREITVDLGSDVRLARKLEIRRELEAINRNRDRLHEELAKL
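1.25 nM PFK with 0.5 mM F6P and 0.1 mM ATP in 0.1 M TEA pH 8.0, 5 mM MgCl2, incubated 45 min at room temperature; ADP measured by ADP-Glo luminescence; compounds titrated up to 57 uM.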
Eya2 phos inh – blocks the phosphatase activity of human Eya2 | O00167 | hit rate 0.006% among 330,000 | Potency, µM (series often up to 76.9 µM), for inactives: top-dose activity, negative = inhibition, usual class: inhibitors | AID 488837 | recombinant Eya2, OMFP fluorescence dephosphorylation (OMFP is methylfluorescein phosphate); also: potency is read from the fitted curve at half-maximal effect; % is scaled to controls: 0 for no effect and ±100 for the full control effect
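Eya2 (0.2 uM) preincubated 10 min at ambient with compound, then OMFP substrate added at 50 uM; 10 min reaction in 50 mM HEPES pH 7.5, 50 mM NaCl, 5 uM MgCl2, 0.05% BSA, 1 mM DTT. Fluorescence read at Ex 485/Em 525 nm.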
Chronic BCR inh – chronic active BCR signaling inhibition | ABC-DLBCL IkBa-CBG/CBR reporter, luminescence ratio, 4 h | Potency, µM (highest dose often 46.1 µM), for the others: top-dose ratio change, negative = lower green/red ratio, actives largely listed as inhibitors | hit rate 0.05% among 340,000 | AID 493014; active = well fitted inhibition curve with a large enough effect in the signal ratio, with a control signal flat, not every such curve was filed as active; inconclusive = small, poorly fitted or top-dose-only effect, or effect the other way, or a change in a side signal; the % refers to the signal ratio;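 also: potency is read from the fitted curve at half-maximal effect; plate controls were basal doxycycline-induced cells for no effect and cells given 10 µM MG132 for full effect; MG132 reads +100%, hits lower the ratio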
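TMD8 ABC-DLBCL cells carrying doxycycline-inducible green luciferase fused to IkappaBalpha plus unfused red luciferase were exposed to compounds (up to 46 uM) for 4 hrs at 37C. Activity came from the overlap-corrected green/red luminescence ratio.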
ELG1 DNA repair – blocks ELG1-dependent DNA repair in HEK293T cells. HEK293T ELG1-luciferase reporter, luminescence, 16 h; DNA damage induced by 5-fluorouridine. Potency, µM (series often up to 46.1 µM), without a hit: at the top dose activity change, negative = inhibition, usual class: inhibitors. hit rate 2.3% among 330,000. AID 504467; also: potency is read from the fitted curve at half-maximal effect; % is scaled to controls: 0 for no effect and ±100 for the full control effect; nearly all actives have a fitted effect of over 55% in size
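Reporter activity after DNA damage by 5-fluorouridine is monitored. Compound-treated cells incubate 16 hr at 37 °C, then ONE-Glo is added for 30 min before luminescence reading.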
TSHR antag – human thyrotropin receptor antagonism | hit rate 0.2% among 330,000 | P16473 | TSHR-expressing cells, TSH-stimulated cAMP HTRF, 2 h; hits give low values | activity change, negative = inhibition, % at 11.5 µM | AID 504810;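 active = activity change below a set negative limit, meaning inhibition stronger than a set level, cut at about -70% in these data; inconclusive = activity change between two set negative limits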; also: % is scaled to controls: 0 for no effect and ±100 for the full control effect
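Freshly harvested TSHR cells receive pin-tooled compound, then EC80 TSH at 4nM final. After 2 hours at 37 deg C, antibody in lysis buffer and cAMP-d2 are added; 30 minutes at ambient temperature precede the HTRF read.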
* hit, by the source's call; ? = inconclusive; . = no result given; [ ] = another dose, or the depositor's remark. Unless noted, calls follow the shape of the dose curve; as a rule, active = well fitted curve in the direction sought with a large enough effect; inconclusive = small, poorly fitted or top-dose-only effect, or another doubt; inactive = no such curve, though single readings can be large; an effect the other way counts as inactive or inconclusive. Random draw from the library; about 3.2% have a hit in one of these screens.

structure	TCR activator	PTAP TSG101 blk	Integrin act MD	AT treatment	Mito fusion yeast	ASM inhibitor	Tb PFK inh	Eya2 phos inh	Chronic BCR inh	ELG1 DNA repair	TSHR antag
CC(=O)NCCC(=O)Nc1nc2c(ccc3ccccc32)s1	-4.8%	-1.8%	-24.1%	0.5%	5.6%	-4.8%	-3.4%	-4.1%	6.1%	?	10.9
Cc1ccccc1NC(=O)c1cccc(S(=O)(=O)Oc2ccc([N+](=O)[O-])cc2)c1	.	-0.1%	-0.8%	3.5%	14.3%	0.0%	2.1%	-22.0%	3.1%	9.2%	-20.0
CCCN(CCC)C(=O)CC(c1ccccc1)c1ccco1 (configuration not stated)	13.5%	1.1%	-22.7%	20.7%	-5.0%	-0.1%	?	-6.1%	?	2.1%	17.6
O=C(Cn1nnc2ccccc21)N/N=C\c1cccs1	-3.4%[46.1 µM]	0.2%	27.3%	3.2%	-5.9%	-0.5%	0.0%	0.0%	9.5%	?	8.2
O=C(CSc1cn[nH]n1)Nc1ccc(Cl)cc1Cl	5.8%	-3.7%	-12.3%	10.7%	12.8%	0.9%	1.2%	6.9%	0.4%	-2.5%	1.9
COc1cc(C=C2C(=O)OC(C)(C)OC2=O)cc(Cl)c1OCC(=O)Nc1ccccc1	2.8%	-9.7%	?	-1.6%	-0.8%	-3.6%	29.9%	-5.3%	1.2%	7.0%	-10.1
O=C(Nc1ccccc1-c1nnc(SCc2ccccc2Cl)o1)c1ccccc1	-0.3%	-0.9%	0.2%	5.4%	4.6%	-3.7%	0.7%	-24.4%	-1.1%	-1.1%	-3.9
CCCc1nc2oc(C(=O)OCC)c(N)c2c2c1COC(C)(C)C2	-3.1%	0.9%	-14.3%	4.6%	1.4%	235.5%[activator]	2.3%	18.8%	4.2%	?	5.1

Gathered by group: the entries above with an aryl thioether with sulfur outside any ring (two)
structure	TCR activator	PTAP TSG101 blk	Integrin act MD	AT treatment	Mito fusion yeast	ASM inhibitor	Tb PFK inh	Eya2 phos inh	Chronic BCR inh	ELG1 DNA repair	TSHR antag
O=C(CSc1cn[nH]n1)Nc1ccc(Cl)cc1Cl	5.8%	-3.7%	-12.3%	10.7%	12.8%	0.9%	1.2%	6.9%	0.4%	-2.5%	1.9
O=C(Nc1ccccc1-c1nnc(SCc2ccccc2Cl)o1)c1ccccc1	-0.3%	-0.9%	0.2%	5.4%	4.6%	-3.7%	0.7%	-24.4%	-1.1%	-1.1%	-3.9

(further entries)
structure	TCR activator	PTAP TSG101 blk	Integrin act MD	AT treatment	Mito fusion yeast	ASM inhibitor	Tb PFK inh	Eya2 phos inh	Chronic BCR inh	ELG1 DNA repair	TSHR antag
CCN(C[C@H]1N[C@@](C)(C(=O)OC)[C@H]2C(=O)N(Cc3ccccc3)C(=O)[C@@H]12)C(=O)Nc1ccc(C)cc1	2.5%	-7.1%	19.7%	11.4%	.	-5.1%	0.0%	-3.0%	0.3%	-3.0%	-8.7
O=C(N/N=C/c1cccnc1)c1ccccc1Cl	-2.7%	-0.8%	-38.2%	8.6%	?	-3.8%	-6.2%	5.6%	?	?	-7.8
O=C(O)c1cc(S(=O)(=O)NCCOc2ccccc2)ccc1Cl	-1.8%	-2.3%	13.5%	14.8%	.	-1.2%	5.4%	11.2%	-0.8%	7.8%	.
Cc1[nH]c(-c2ccco2)nc1C(=O)O	-16.4%	-1.6%	11.0%	0.3%	-1.0%	1.0%	-0.2%	0.3%	-7.4%	9.5%	-9.7
COc1ccc(CCNc2cc(-c3ccccc3)nc3ncnn23)cc1	-5.9%	-2.6%	-28.3%	3.5%	-0.3%	0.7%	0.4%	-5.3%	-0.4%	?	7.2
C=CCC(COCc1ccccc1)NS(=O)(=O)c1ccccc1Br (configuration not stated)	0.4%	-0.9%	-16.0%	16.2%	-1.6%	-0.3%	0.9%	-4.7%	?	-1.6%	-4.7
Cc1ccc(-n2nc3c(c2NC(=O)c2ccco2)CS(=O)(=O)C3)cc1	-1.5%	0.6%	7.5%	0.9%	7.6%	3.4%	2.4%	-3.2%	2.8%	13.6%	3.9
CCc1ccc(C(=O)NC(C(=O)O)C(C)C)cc1 (configuration not stated)	4.0%	-11.1%	-8.3%	-5.4%	0.0%	-0.3%	2.7%[0.46 µM]	3.4%	0.4%	-14.3%	12.4
CCN(CC)C(=O)c1sc2nc(N3CCOCC3)c3c(c2c1N)CCCC3	-1.7%	-5.4%	-8.7%	0.2%	10.0%	407.5%[activator]	-2.4%	0.3%	?	6.51µM*	-25.0
Cc1cc2c(cc1S(=O)(=O)NCc1ccccc1Cl)OCCN2C	10.0%	-0.1%	10.2%	0.9%	0.4%	0.2%	-0.3%	-4.3%	9.4%	-1.9%	0.8
CCOc1ccc(S(=O)(=O)NCC2CCCO2)cc1 (configuration not stated)	.	-1.4%	-4.3%	-2.9%	-2.4%	1.3%	0.5%	20.6%	-1.7%	9.0%	-0.3
c1ccc(CSc2nnc(Cc3ccccn3)o2)cc1	-9.4%	-4.3%	14.5%	5.2%	-1.6%	4.9%	-5.1%	6.5%	?	?	-5.0
Cc1ccc(-c2c[n+](CC(=O)Nc3nc(-c4ccccc4)cs3)c3n2CCC3)cc1	-7.1%	0.6%	3.2%	-4.5%	-2.4%	-9.9%	1.9%	9.1%	-1.0%	-5.9%	-7.7
Cc1ccc2cccc(NC(=S)NC(=O)c3ccn(C)n3)c2n1	2.1%[46.1 µM]	-2.6%	-42.3%	.	12.3%	-0.4%	2.4%	-7.6%	-1.7%	?	-10.9
Cc1ccc(-n2c(SCC(=O)NCC3CCCO3)nc3ccccc3c2=O)cc1C (configuration not stated)	-3.3%	-3.4%	15.1%	-1.3%	-10.4%	0.6%	-0.6%	4.6%	-15.1%	-3.9%	3.3
CCCC(=O)Nc1ccccc1NC(=O)CN(C)S(=O)(=O)c1ccc(C)cc1	0.8%	-2.8%	4.8%	3.3%	-0.9%	2.6%	-2.8%	-23.4%	2.1%	12.2%	2.8
CCOP(=O)(OCC)C(NC(=O)Nc1cccc(Cl)c1)c1ccccc1 (configuration not stated)	0.2%	-6.2%	4.7%	16.3%	-4.1%	6.4%	-1.9%	-3.2%	4.7%	-10.5%	-5.3
CC(=O)NCC(=O)NC(Cc1ccccc1)C(N)=O (configuration not stated)	-6.4%[46.1 µM]	-1.1%	15.1%	-1.2%	-2.9%	1.8%	-2.5%	3.5%	-1.3%	17.9%	-0.1
CCCCCCCNC(=O)C1(CC2CC(c3ccc(Cl)cc3)=NO2)CCN(C(=O)OC(C)(C)C)CC1 (configuration not stated)	-0.4%	-0.2%	-7.1%	2.5%	-3.1%	-4.2%	1.7%	-3.8%	?	?	-8.9
COC(=O)CCSCC(=O)Nc1ccc(S(=O)(=O)N2CCOCC2)cc1OC	0.1%	-2.1%	40.4%	-9.5%	1.4%	0.7%	-5.2%	-7.3%	4.3%	0.0%	-1.2
CC1=[N+]([O-])C(C)(C)C(C)N(O)C1=O (configuration not stated)	-2.5%	-2.6%	2.6%	4.5%	-6.2%	-3.6%	-1.1%	4.4%	1.4%	0.5%	1.8
CCOC(=O)C1CCN(C(=O)c2ccc(SC)cc2OC)CC1	-17.5%	-14.3%	12.2%	-3.2%	-3.4%	3.7%	2.9%	-8.5%	1.0%	1.1%	-9.1
Oc1ccc(Cl)cc1/C=N/c1nc2ccccc2[nH]1	.	.	-9.1%	-0.5%	1.6%	-0.8%	-6.0%	14.0%	?	?	6.3
CCC(Cc1ccccc1)NS(=O)(=O)c1csc(C(N)=O)c1 (configuration not stated)	3.5%	-7.1%	18.0%	-2.7%	21.7%	-3.8%	-17.8%	8.1%	-0.2%	?	-1.4

Screening data (PubChem BioAssay)
